Screening results (PubChem)
PAFAH1B3 inh: PAFAH1B3 (human) inhibition; inhibition, % at 3.39 µM; Q15102; actives 0.28% (n = 340,000); recombinant PAFAH1B3, FP-rhodamine probe, fluorescence polarization;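 active = inhibition above the screen-wide average of all tested compounds plus 3 SD, cut at about 25% in these data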;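 also: 0% = enzyme with DMSO only and 100% = wells lacking PAFAH1B3 protein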
Target sequence (Q15102 whole entry, looked up): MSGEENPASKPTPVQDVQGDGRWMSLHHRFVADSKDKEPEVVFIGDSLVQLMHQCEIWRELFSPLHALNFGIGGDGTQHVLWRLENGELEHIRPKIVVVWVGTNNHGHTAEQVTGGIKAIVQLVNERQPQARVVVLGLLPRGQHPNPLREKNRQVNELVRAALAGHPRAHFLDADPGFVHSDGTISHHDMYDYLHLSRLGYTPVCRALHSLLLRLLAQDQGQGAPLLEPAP
PREPL inhibitor: inhibits the human prolyl oligopeptidase-like enzyme. Q4J6C6. recombinant PREPL, fluorescence polarization activity-based probe. inhibition, % at 5.96 µM. actives 0.68% (n = 320,000). AID 2751; in the data active = inhibition above about 43%;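 also: 0% = enzyme with DMSO and 100% = wells lacking enzyme; many of its hits are not listed in these tables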
LYPLA2 inh: LYPLA2 (human) inhibition in PME1 counter-screen; O95372; recombinant LYPLA2, FP-Rh probe fluorescence polarization; inhibition, % at 5.9 µM; actives 0.38% (n = 320,000); AID 2177;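 active = inhibition above the screen-wide mean plus 3 SD, limit set per campaign, cut at about 26% in these data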;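 also: 0% = LYPLA2 with DMSO and 100% = wells lacking LYPLA2 enzyme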
Target sequence (O95372 whole entry, looked up): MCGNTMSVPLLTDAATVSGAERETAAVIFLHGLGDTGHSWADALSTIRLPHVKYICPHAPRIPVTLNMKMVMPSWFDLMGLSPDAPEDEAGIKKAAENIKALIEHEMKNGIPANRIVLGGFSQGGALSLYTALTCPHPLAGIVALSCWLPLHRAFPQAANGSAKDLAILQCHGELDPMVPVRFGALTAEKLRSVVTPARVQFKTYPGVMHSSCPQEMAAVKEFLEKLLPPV
PME-1 inh: PME-1 (human) inhibition | recombinant PME-1, FP-Rh probe fluorescence polarization | inhibition, % at 5.9 µM | actives 0.53% (n = 320,000) | AID 2130;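 active = inhibition above the campaign mean of all compounds plus 3 SD, cut at about 26% in these data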;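 also: competitive labeling of PME-1 active site by serine hydrolase directed probe; 0% = PME-1 with DMSO and 100% = wells lacking PME-1 enzyme; inhibitors block probe labeling so polarization falls and inhibition rises; many of its hits are not listed in these tables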
Target sequence (Q9Y570 whole entry, looked up): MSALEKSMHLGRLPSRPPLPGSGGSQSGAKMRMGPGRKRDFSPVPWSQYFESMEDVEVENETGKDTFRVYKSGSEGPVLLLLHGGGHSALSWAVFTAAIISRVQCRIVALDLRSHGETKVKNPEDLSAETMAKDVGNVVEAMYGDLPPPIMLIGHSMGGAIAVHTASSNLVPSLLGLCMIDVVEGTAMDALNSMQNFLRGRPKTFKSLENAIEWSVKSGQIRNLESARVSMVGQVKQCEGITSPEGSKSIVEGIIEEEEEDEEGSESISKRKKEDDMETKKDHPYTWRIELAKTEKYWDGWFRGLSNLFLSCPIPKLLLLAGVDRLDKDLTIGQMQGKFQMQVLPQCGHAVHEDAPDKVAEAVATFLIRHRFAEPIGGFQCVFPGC
GSTO1 counter: blocks human GSTO1 in RBBP9 counter-screen | P78417 | recombinant GSTO1, activity-based probe fluorescence polarization | inhibition, % at 5.96 µM | actives 1.1% (n = 300,000);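 active = inhibition above the campaign mean inhibition plus 3 SD, cut at about 35% in these data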;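 also: 0% = GSTO1-1 with DMSO and 100% = wells lacking GSTO1-1 enzyme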
PAFAH1B2 inh: PAFAH1B2 (human) inhibition | P68402 | recombinant PAFAH1B2, FP-rhodamine activity probe, fluorescence polarization | actives 1.2% (n = 340,000) | inhibition, % at 3.39 µM;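 active = inhibition above the mean of all tested compounds plus 3 SD, cut at about 24% in these data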;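 also: 0% = enzyme with DMSO and 100% = wells lacking PAFAH1B2; many of its hits are not listed in these tables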
LYPLA1 counter: blocks human lysophospholipase 1, a PME1 counter-screen | O75608 | recombinant LYPLA1, FP-Rh probe fluorescence polarization | inhibition, % at 5.9 µM | actives 0.16% (n = 320,000);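 active = inhibition above the mean of all tested compounds plus 3 SD, set per campaign, cut at about 14% in these data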;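 also: inhibitors block serine hydrolase probe labeling of LYPLA1 so polarization falls; 0% = enzyme with DMSO and 100% = wells lacking LYPLA1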
pPAFAH FP inh: pPAFAH (human) enzyme inhibition; recombinant pPAFAH, FP-rhodamine probe fluorescence polarization; Q13093; inhibition, % at 3.39 µM; actives 1.5% (n = 330,000); AID 463082;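 active = inhibition above the mean inhibition across the screen plus 3 SD, cut at about 25% in these data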;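 also: inhibitors block binding of the rhodamine activity-based probe so polarization drops; 0% = enzyme with DMSO and 100% = wells lacking pPAFAH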
PAD4 inh: inhibitors of human PAD4. recombinant PAD4, RCA probe fluorescence polarization. inhibition, % at 6.36 µM. actives 0.41% (n = 330,000);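 active = percent inhibition above a cutoff equal to the mean of all tested compounds plus 3 SD, cut at about 15% in these data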;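 also: 0% = PAD4 with RCA probe and DMSO and 100% = probe without PAD4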
* hit, by the source's call; nt = no result given.

SMILES	PAFAH1B3 inh	PREPL inhibitor	LYPLA2 inh	PME-1 inh	GSTO1 counter	PAFAH1B2 inh	LYPLA1 counter	pPAFAH FP inh	PAD4 inh
CCOCC(=O)Nc1ccc2c(c1)N(S(=O)(=O)c1cccs1)CCC2	7	-3	-4	2	5	-1	1	2	1
Cc1cc(S(=O)(=O)Nc2ccc(C(=O)NCCCn3ccnc3)cc2)ccc1F	4	-6	-2	0	4	5	-3	6	-1
C=CCSc1nc(O)c(C2OC(=O)c3c2ccc(OC)c3OC)c(=O)n1-c1ccccc1 (configuration not stated)	3	2	-5	-3	-4	2	2	7	-3
CCOc1ccccc1NC(=O)CSCC(=O)Nc1ccccc1	1	-7	-2	5	4	4	-1	4	-1
Nc1nc(N2CCN(c3ccc(F)cc3)CC2)n[nH]1	10	1	-5	0	-3	6	1	6	-6
COCCCNc1nc(N)c([N+](=O)[O-])c(Nc2cc(OC)ccc2OC)n1	nt	-2	-1	-2	-4	nt	3	6	0
COc1ccc(NS(=O)(=O)c2ccc(N3C(=O)CCC3=O)cc2)cc1	11	1	2	2	3	6	-3	12	-2
CCCCS(=O)CC(O)COc1ccc(C(C)(C)C)cc1 (configuration not stated)	5	16	-3	0	-4	6	0	0	-2
CN(C)N1C(=O)CC(C)(c2ccc([N+](=O)[O-])cc2)C1=O (configuration not stated)	-2	5	-4	-5	4	12	-5	3	1
CCC(C)c1ccc(NC(=O)C2=CC=CN3CCS(=O)(=O)N=C23)cc1 (configuration not stated)	-3	1	5	-1	nt	4	2	7	4
COc1ccc(OCC(=O)NC(=S)N2CCCc3ccccc32)cc1	12	16	8	-2	5	3	3	3	-2
FC(F)(F)c1cc(-c2cccs2)nc(NCc2ccco2)n1	-1	21	-3	0	3	-1	-5	1	0
C/C=C\C(=O)Nc1cccc(C2=NOC3(C2)C[C@H](C(N)=O)N(C(=O)/C=C/CC)C3)c1 (some centres not stated)	12	10	7	1	2	4	1	6	2
COc1ccc(Cl)cc1C(=O)Nc1ccncc1	-4	0	-2	-6	4	-3	-6	1	-3
CCOc1ccc(N=C2NC(=O)S/C2=C\c2ccc(Cl)cc2)cc1	-11	4	-2	1	6	-3	-3	3	-4
CC(=O)NN1C(=O)c2ccccc2NC1c1ccc(N(C)C)cc1 (configuration not stated)	-3	12	-4	4	-1	-6	0	-4	-18
CCOC(=O)c1c(NC(=O)CCl)sc(CN(C)C)c1-c1ccccc1	12	4	0	-1	77*	4	1	3	6
O=S(=O)(c1ccc(Br)s1)N1CCCCC1	8	-4	9	3	8	6	1	4	4
CCOP(=O)(c1ccccc1Cl)C1(O)CCCCC1 (configuration not stated)	0	4	-4	-7	0	-5	-3	-1	-1
CCNc1nc(CN2CCCCC2)nc2scc(-c3ccccc3)c12	7	19	3	0	-1	-5	1	10	2

Looked up by structure from above (2):
SMILES	PAFAH1B3 inh	PREPL inhibitor	LYPLA2 inh	PME-1 inh	GSTO1 counter	PAFAH1B2 inh	LYPLA1 counter	pPAFAH FP inh	PAD4 inh
FC(F)(F)c1cc(-c2cccs2)nc(NCc2ccco2)n1	-1	21	-3	0	3	-1	-5	1	0
CCOc1ccc(N=C2NC(=O)S/C2=C\c2ccc(Cl)cc2)cc1	-11	4	-2	1	6	-3	-3	3	-4

Later entries.
SMILES	PAFAH1B3 inh	PREPL inhibitor	LYPLA2 inh	PME-1 inh	GSTO1 counter	PAFAH1B2 inh	LYPLA1 counter	pPAFAH FP inh	PAD4 inh
CN=C(NC#N)NCCSCc1nc[nH]c1C	3	-3	1	0	-1	-7	-1	3	-7
Cc1ccc(C)c(-n2nnnc2SCC(=O)c2ccc3c(c2)NC(=O)CO3)c1	-2	3	-20	-15	1	-2	-8	19	-10
COc1ccc(Cl)cc1N(CC(=O)Nc1ccccc1C(=O)NCc1ccco1)S(C)(=O)=O	1	1	-4	-5	-6	3	-3	-11	-5
C=CCN1C(=O)C(Cc2ccccc2)SC1=Nc1ccc(C(=O)O)cc1 (configuration not stated)	2	1	-2	-3	6	9	-3	3	-1
CCOc1ccc(CN2CCC(n3nccc3NC(=O)c3ccccc3OC)CC2)cc1	0	-1	0	1	2	-4	1	3	-2
O=C(CSc1n[nH]c(-c2cc(Cl)ccc2Cl)n1)NCCN1C(=O)CSC1=O	-3	-3	-4	4	-3	4	2	0	-4
CC1(C)CC(=O)C(C=NCc2cccnc2)=C(O)C1	6	7	4	-6	7	4	2	-2	3
COc1cccc(CC(=O)OCC(=O)NC2CCCCCC2)c1	5	-7	3	-3	23	5	3	10	-3
CCCCn1c(N)c(N(CCOC)C(=O)C(C)N2C(=O)c3ccccc3C2=O)c(=O)[nH]c1=O (configuration not stated)	-1	2	-3	5	67*	-5	-2	-2	1
CCNC(=S)Nc1ccc(C)c(S(=O)(=O)Nc2ccccc2OC)c1	6	8	4	4	8	-2	-2	7	-2
COc1ccc(NC(=O)NCc2ccco2)cc1OC	10	5	11	-2	2	5	-2	3	-1
COc1nc(OC)nc(N2CCC(C(=O)NCc3cccs3)CC2)n1	2	1	0	-5	-1	0	-4	3	3
c1ccc(-c2onc(-c3ccco3)c2-c2ccc3[nH]ccc3c2)cc1	-7	-8	-14	-9	-1	-2	-8	-5	-1
CCN(C(=O)COC(=O)/C=C/c1ccccc1)C1CCCCC1	-2	2	2	-5	3	3	0	5	0
O=C(NCc1ccc2c(c1)OCO2)c1cc(S(=O)(=O)N2CCCCC2)ccc1F	-3	19	-6	10	16	5	-4	2	-1
Oc1c(CN2CCN(c3ccc(F)cc3)CC2)cc(Cl)c2cccnc12	5	54*	6	3	0	3	2	5	0
N#C/C(=C\c1ccc[nH]1)C(=O)Nc1ccccc1[N+](=O)[O-]	11	6	8	-1	12	2	1	20	0
COc1ccc(N2CCN(C(=O)CCc3ccc(S(=O)(=O)NCC(C)C)cc3)CC2)cc1	-2	18	4	-3	-1	1	-4	14	2
Cc1ccc(NC(=O)C2CC2c2ccccc2)cc1 (configuration not stated)	-1	7	-2	1	-4	-9	0	3	2
O=C(COC(=O)c1cnccn1)Nc1ccc(Cl)cn1	5	1	3	-1	7	-2	-5	5	-3

Next section, starting with the last 3 of the part before.
SMILES	PAFAH1B3 inh	PREPL inhibitor	LYPLA2 inh	PME-1 inh	GSTO1 counter	PAFAH1B2 inh	LYPLA1 counter	pPAFAH FP inh	PAD4 inh
COc1ccc(N2CCN(C(=O)CCc3ccc(S(=O)(=O)NCC(C)C)cc3)CC2)cc1	-2	18	4	-3	-1	1	-4	14	2
Cc1ccc(NC(=O)C2CC2c2ccccc2)cc1 (configuration not stated)	-1	7	-2	1	-4	-9	0	3	2
O=C(COC(=O)c1cnccn1)Nc1ccc(Cl)cn1	5	1	3	-1	7	-2	-5	5	-3
COc1ccc(CNS(=O)(=O)c2ccc(-n3cnnn3)c(C)c2)cc1	1	-7	-4	1	3	-1	-1	0	-1
O=C(CCC(=O)NC1CC1)Nc1nnc(C2CCCCC2)s1	3	-4	-2	0	2	8	-3	-5	0
CN(C#N)c1nc(Cl)nc(Nc2cccc(Cl)c2)n1	1	-8	1	-10	27	2	-3	7	-5
O=C(NCC1CCCN(Cc2cccc(F)c2)C1)c1cccc2ccccc12 (configuration not stated)	2	-4	2	-2	4	-1	1	3	-2
CCOc1ccc(CCNC(=O)C2CCN(C(=O)N(C)C)CC2)cc1OCC	-2	19	3	-2	2	6	0	-3	-4
Cc1ccc(NC(=O)CCC(=O)NNC(=S)Nc2ccc(F)cc2F)cc1C	7	8	-10	-5	-6	10	-4	-4	-1
O=C1c2cc(N3CCCC3)c([N+](=O)[O-])cc2C(=O)N1c1ccccc1	6	-4	-1	-3	0	5	0	-5	0
Cc1cccc(C)c1NC(=O)C(=O)NCc1ccccn1	1	-9	-4	-5	3	4	1	4	3
CCOC(=O)c1[nH]c(C)c(C(=O)/C=C/c2ccc(C(=O)O)cc2)c1C	-2	-1	0	-8	-11	2	1	6	-3
Cc1nc(SCC(=O)Nc2cc(C)on2)c2c(=O)n(C)c(=O)n(C)c2n1	5	8	0	2	6	6	-2	-3	-1
CCNC(=O)c1cc(Cl)ccc1OC	5	0	1	0	-7	4	-1	1	1
Cc1ccc(S(=O)(=O)NCCc2nc3ccccc3[nH]2)cc1	10	-2	1	-2	7	18	0	3	1
COc1cccc(N2CCN(c3ncnc4c3cnn4-c3ccc(C)cc3C)CC2)c1	1	14	15	-6	-2	1	4	8	2
CCN(C(=O)Cn1cnc2c1c(=O)n(C)c(=O)n2C)C1CCCCC1	6	5	4	-12	nt	1	2	-2	1
CC(=O)N/C(=C\c1ccccc1)C(=O)OCc1ccc(C)cc1	6	5	1	6	-4	5	-1	4	-5
CC(=O)N1c2ccc(S(=O)(=O)N3CCCC(C(=O)N4CCC(C)CC4)C3)cc2CC1C (configuration not stated)	6	6	8	6	2	4	4	0	2
CN(/C(=N/S(=O)(=O)c1cccs1)c1ccccc1)c1ccccc1	6	5	4	0	-3	13	5	8	0
O=C(O)c1ccccc1C(=O)N(Cc1ccccc1)Cc1ccccc1	3	0	-10	-4	10	8	-3	-2	0
COc1ccc(-c2nc(CN3CCC(C(=O)N4CCOCC4)CC3)c(C)o2)cc1OC	7	5	-3	1	4	4	1	3	4
COc1ccc2cc(C(=O)N(C)CC(=O)Nc3ccccc3Br)ccc2c1	2	5	0	4	nt	1	-4	2	-8
COc1ccc(C2=NN(C(=O)c3ccccc3)C(c3ccccc3)C2)c(O)c1 (configuration not stated)	9	-4	-6	0	4	1	-4	-3	2
COc1[nH]c(/N=C/c2ccccc2)c(C#N)c1C#N	82*	29	21	20	35*	81*	17*	6	13
CCOC(=O)C1(CC)NC(c2ccco2)C2C(=O)N(C)C(=O)C21 (configuration not stated)	7	-1	0	-5	-9	8	-2	4	0

Complete entries, quoted from the list:
CCOC(=O)c1[nH]c(C)c(C(=O)/C=C/c2ccc(C(=O)O)cc2)c1C as listed: PAFAH1B3 inh = -2; PREPL inhibitor = -1; LYPLA2 inh = 0; PME-1 inh = -8; GSTO1 counter = -11; PAFAH1B2 inh = 2; LYPLA1 counter = 1; pPAFAH FP inh = 6; PAD4 inh = -3
Cc1ccc(S(=O)(=O)NCCc2nc3ccccc3[nH]2)cc1 as listed: PAFAH1B3 inh = 10; PREPL inhibitor = -2; LYPLA2 inh = 1; PME-1 inh = -2; GSTO1 counter = 7; PAFAH1B2 inh = 18; LYPLA1 counter = 0; pPAFAH FP inh = 3; PAD4 inh = 1
O=C1c2cc(N3CCCC3)c([N+](=O)[O-])cc2C(=O)N1c1ccccc1 as listed: PAFAH1B3 inh = 6; PREPL inhibitor = -4; LYPLA2 inh = -1; PME-1 inh = -3; GSTO1 counter = 0; PAFAH1B2 inh = 5; LYPLA1 counter = 0; pPAFAH FP inh = -5; PAD4 inh = 0

Not all compounds are listed (hit frequency here may not be typical).
